CHRM5 PAM: CHRM5 positive allosteric modulation; P08912; CHO-K1 hM5, Fluo-8 calcium, ACh EC20 PAM; 0% = ACh EC20, 100% = ACh EC100; activation, % at 3 µM; 360,000 tested, 0.3% active; AID 624038;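 active = activation above the run cutoff, the mean activation of all test compounds plus 3 SD, cut at about 18% in these data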
Target sequence (P08912 whole entry, looked up): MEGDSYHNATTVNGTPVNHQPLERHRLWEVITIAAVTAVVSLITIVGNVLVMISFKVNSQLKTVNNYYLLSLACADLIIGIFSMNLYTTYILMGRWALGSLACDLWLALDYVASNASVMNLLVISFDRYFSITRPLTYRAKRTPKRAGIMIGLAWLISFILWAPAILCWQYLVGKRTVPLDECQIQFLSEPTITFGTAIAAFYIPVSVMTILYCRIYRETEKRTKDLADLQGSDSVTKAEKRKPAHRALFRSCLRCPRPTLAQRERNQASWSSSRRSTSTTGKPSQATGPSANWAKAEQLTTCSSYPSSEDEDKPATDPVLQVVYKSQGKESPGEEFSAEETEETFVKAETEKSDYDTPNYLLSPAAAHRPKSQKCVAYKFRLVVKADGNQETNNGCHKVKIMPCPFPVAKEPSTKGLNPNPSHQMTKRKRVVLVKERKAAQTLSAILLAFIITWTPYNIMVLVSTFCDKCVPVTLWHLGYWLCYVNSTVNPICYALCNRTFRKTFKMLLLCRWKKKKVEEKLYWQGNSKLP
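System – CHO-K1 hM5 cells · Compound – 3 µM, single dose · Incubation – compound preincubation 140 s before EC20 acetylcholine addition · Technique – Fluo-8 calcium fluorescence · Measure – Max/basal fluorescence ratio as % of EC20–EC100 ACh window · Benchmarks – low control EC20 acetylcholine (0%), high control EC100 acetylcholine (100%) · Replication – singlicate, one well per test compound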
CHRM4 agonist: CHRM4 agonism in calcium assay | P08173 | CHO-K1 hM4/Gqi5, Fluo-8 calcium fluorescence; vehicle 0%, full acetylcholine response 100% | activation, % at 3 µM | 360,000 tested, 0.14% active | AID 624127;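 active = activation above the run mean over all test wells plus 3 SD, cut at about 32% in these data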;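 note: peak over basal fluorescence ratio per well then scaled between controls; 0% = DMSO wells and 100% = acetylcholine at EC100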
Target sequence (P08173 whole entry, looked up): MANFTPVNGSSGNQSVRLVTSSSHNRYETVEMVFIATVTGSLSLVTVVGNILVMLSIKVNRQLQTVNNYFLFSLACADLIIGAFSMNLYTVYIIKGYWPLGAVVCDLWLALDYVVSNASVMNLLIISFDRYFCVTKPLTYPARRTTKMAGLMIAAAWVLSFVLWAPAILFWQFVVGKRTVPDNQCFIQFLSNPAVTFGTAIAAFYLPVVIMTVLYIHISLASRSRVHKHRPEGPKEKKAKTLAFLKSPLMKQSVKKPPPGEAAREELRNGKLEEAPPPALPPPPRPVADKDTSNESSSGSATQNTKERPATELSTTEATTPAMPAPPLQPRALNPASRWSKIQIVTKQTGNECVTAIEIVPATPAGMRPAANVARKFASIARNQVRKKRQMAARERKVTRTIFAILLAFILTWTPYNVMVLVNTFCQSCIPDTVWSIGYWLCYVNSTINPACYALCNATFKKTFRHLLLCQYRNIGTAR
M4 PAM: CHRM4 positive allosteric modulation. P08173. CHO-K1 hM4/Gqi5, Fluo-8 calcium fluorescence, ACh EC20; 0% = ACh EC20, 100% = maximal ACh. activation, % at 3 µM. 360,000 tested, 0.4% active. AID 624126;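 active = activation above its plate's cutoff, the mean activation of sample wells plus 3 SD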; note: some results filed as inactive read as strong as hits
CHRM4 antagonist: CHRM4 antagonism in calcium assay | inhibition, % at 3 µM | AID 624125 | CHO-hM4 cells, ACh EC80, Fluo-8 calcium fluorescence | 360,000 tested, 0.73% active | P08173;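 active = inhibition above its plate's cutoff, the mean inhibition of sample wells plus 3 SD, cut at about 27% in these data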;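 note: 0% = acetylcholine EC80 with DMSO and 100% = DMSO without agonist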
M5 ag: CHRM5 agonism in calcium assay; 360,000 tested, 0.19% active; activation, % at 3 µM; AID 624037; P08912; CHO-K1 hM5 cells, Fluo-8 calcium fluorescence; 0% DMSO wells, 100% maximal acetylcholine response;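 active = activation above the run's mean over test compounds plus 3 SD, cut at about 23% in these data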;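 note: signal is peak over basal fluorescence ratio across the kinetic read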
CRFBP-R2 block: antagonists of CRF-binding protein/CRF-R2 receptor complex. inhibition, % at 11.8 µM. 350,000 tested, 0.59% active. HEK293 CRF-R2/CRF-BP, CRF-induced calcium fluorescence;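 active = inhibition of the ligand-induced calcium signal above about 50% at the single tested concentration, limit read from the data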
IDE inh: inhibits human insulin-degrading enzyme in HEK cells; 320,000 tested, 0.41% active; inhibition, % at 5.59 µM; P14735; FAbetaB cleavage, fluorescence polarization;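 active = percent inhibition above the average of all tested compounds plus 3 SD, set per screening campaign, cut at about 16% in these data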;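 note: IDE supplied by intact live HEK cells; FP after avidin binding of uncleaved biotin substrate so inhibition keeps polarization high; 0% = DMSO wells and 100% = 60 µM reference IDE inhibitor Ii1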
CRFBP-R2 agonist: CRF-BP/CRF-R2 complex agonism; HEK293 CRF-R2/CRF-BP, calcium dye fluorescence (FLIPR); percent of saturating CRF peptide response; activation, % at 13.2 µM; 350,000 tested, 0.46% active; AID 588473;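 active = activation of at least 50%, plus an integration ratio under a set limit after plate pattern correction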;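 note: plate controls were neutral control wells without compound for no effect and CRF at EC100 for full effect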
M5 antag: blocks acetylcholine activation of human M5 receptor; P08912; CHO-hM5 cells, Fluo-8 calcium fluorescence, ACh EC80; inhibition, % at 3 µM; 360,000 tested, 0.59% active;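 active = inhibition above a per-plate cutoff, the mean of that plate's test compounds plus 3 SD, cut at about 27% in these data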;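 note: 0% = acetylcholine EC80 with DMSO and 100% = DMSO without agonist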
* hit, by the source's call; . = not tested or not shown.

| CHRM5 PAM | M5 antag | CHRM4 agonist | CRFBP-R2 block | M5 ag | M4 PAM | CHRM4 antagonist | CRFBP-R2 agonist | IDE inh | SMILES |
| --- | --- | --- | --- | --- | --- | --- | --- | --- | --- |
| -35 | 27* | 23 | 29 | 7 | -9 | 45* | 1.9 | 8 | COC(=O)c1ccc(/C=C/C(=O)OCC(=O)Nc2sccc2C(N)=O)cc1 |
| 2 | 7 | 0 | 10 | 0 | -2 | 1 | -1.2 | -2 | CCOC(=O)C1CCN(S(=O)(=O)c2c(C)n[nH]c2C)CC1 |
| 6 | -8 | 1 | 14 | 1 | 7 | -6 | 1.1 | 2 | O=C(Nc1ccc2oc(-c3ccc4ccccc4c3)nc2c1)c1ccc2c(c1)OCCO2 |
| 1 | -3 | 3 | -1 | -1 | 5 | -16 | -0.3 | 2 | CCN(CC(=O)NCc1ccc(Cl)cc1)C(=O)CSc1ccc(F)cc1 |
| 2 | 6 | 1 | -4 | -1 | -4 | 6 | -2.3 | 3 | Cc1cccc(-c2nc(CN3CCN(Cc4cccc(F)c4)CC3)c(C)o2)c1 |
| -3 | 0 | 6 | 4 | 4 | 0 | -4 | 2.1 | 1 | Cc1ccc(C(=O)N(C)Cc2ccc(N3CCOCC3)cc2)cc1S(=O)(=O)NCc1ccccc1 |
| 2 | -5 | 1 | -6 | -7 | 3 | 6 | 1.5 | 5 | COc1ccc(OCC(=O)Sc2ccc(C)cc2)cc1 |
| -3 | 2 | -1 | 2 | -2 | -2 | -9 | -2.9 | . | O=S(=O)(Nc1ccccc1N1CCCC1)c1ccccc1C(F)(F)F |
| 6 | -3 | -1 | 11 | 1 | 11 | 3 | 1.8 | -2 | CCn1c(SCC(=O)N2CCCC2)nc2c(c1=O)SCC2 |
| 2 | 8 | 5 | 2 | 3 | 6 | -2 | -1.9 | -3 | CCOC(=O)C1=C(COC(=O)c2cccnc2SC)NC(=O)NC1C (stereo unspecified) |
| 5 | 1 | 0 | 11 | -3 | 9 | 2 | -1.6 | 4 | O=C(NCc1ccccc1)C1COc2ccccc2O1 (stereo unspecified) |
| -12 | 7 | 3 | 14 | -15 | -13 | 2 | 1.4 | 11 | CC(=O)c1cccc(CN2CCN(Cc3ccc(C)cc3)C(CCO)C2)c1 (stereo unspecified) |
| -15 | 1 | 1 | -12 | -11 | 12 | -4 | 2.5 | -2 | CCN(CC)C(=O)C(=O)c1cccn1-c1cccc(-n2cccc2C(=O)C(=O)N(CC)CC)c1C#N |
| -16 | 36* | 42* | -101 | 19 | -9 | 30* | 67* | 19* | CCc1ccc(Nc2n[n+](-c3ccccc3)c(-c3ccc(N(CC)CC)cc3)s2)cc1 |
| -6 | -1 | 5 | -39 | 5 | 1 | 16 | 2.5 | 17* | O=C(Nn1c(O)c(C=C2N=c3ccccc3=N2)sc1=S)c1ccccc1Cl |
| 2 | 1 | 18 | 4 | 1 | -1 | 6 | -0.3 | -3 | O=C(CN1C(=O)NC2(CCCCC2)C1=O)Nc1ccc(Cl)cc1 |
| -1 | -6 | 2 | 5 | 0 | -1 | -5 | -1.1 | -1 | Cc1cc(C)n2c(SCC(=O)NC3CCCCC3C)nnc2n1 (stereo unspecified) |
| 23* | -4 | 0 | 13 | 1 | 7 | 4 | -1.0 | 0 | CN(C(=O)CSc1nc2ccc(Cl)cc2[nH]1)C1CCS(=O)(=O)C1 (stereo unspecified) |
| -3 | 7 | 2 | 2 | 4 | -7 | -2 | -1.2 | -2 | COc1ccc(/C=N/NC(=O)c2c(C)nc3ccc(Br)cn23)cc1OC |
| -10 | 9 | 4 | -10 | 0 | -8 | 5 | 5.1 | 7 | COC(=O)c1cc(C(=O)c2ccc(C(C)(C)C)cc2)c[nH]1 |

| CHRM5 PAM | M5 antag | CHRM4 agonist | CRFBP-R2 block | M5 ag | M4 PAM | CHRM4 antagonist | CRFBP-R2 agonist | IDE inh | SMILES |
| --- | --- | --- | --- | --- | --- | --- | --- | --- | --- |
| 3 | 6 | 1 | 11 | -3 | -5 | 13 | -0.2 | 3 | O=C(CSc1nnc(COc2ccccc2)o1)N1CCCCC1 |
| -2 | 3 | 0 | 3 | -3 | 2 | 2 | -0.4 | -1 | COc1ccc(C(=O)NC(=S)NCc2ccccc2)cc1OC |
| -2 | 1 | 2 | -18 | 4 | -5 | 5 | -0.9 | 0 | CCN(CC)S(=O)(=O)c1cccc(C(=O)Nc2cccnc2)c1 |
| -1 | 7 | 0 | 3 | 0 | 1 | -1 | -1.6 | 1 | CCC(C)c1ccc(NC(=S)NCc2ccccn2)cc1 (stereo unspecified) |
| 6 | 10 | 0 | -8 | 5 | 1 | 2 | 0.3 | 8 | CC(=O)N1CCN(C(=O)CSc2ncnc3sc(C)c(C)c23)CC1 |
| -4 | 5 | 0 | -5 | -3 | -8 | 5 | -6.9 | 2 | CC(C)Cc1nc(NCCN2CCOCC2)c(C#N)c2c1COC(C)(C)C2 |
| -3 | 10 | 5 | -54 | 1 | -1 | 4 | 17 | 3 | Cc1ccc(S(=O)(=O)C(C#N)c2nc3ccccc3nc2N2CCCC2)cc1C (stereo unspecified) |
| -11 | 10 | 16 | -2 | 4 | -9 | 6 | 23 | -1 | COC(=O)c1c(NC(=O)CN2C(=O)c3ccccc3C2=O)sc(Cc2ccc3c(c2)OCO3)c1C |
| -3 | 9 | 2 | -12 | 0 | -8 | -2 | 0.6 | 12 | COc1ccc(S(=O)(=O)N2CCN(C(=O)c3cc(C)nc4ccccc34)CC2)cc1OC |
| -6 | 6 | 3 | 0 | -23 | -5 | -2 | -0.5 | 4 | Clc1ccc(Cl)c(OCCCCN2CCNCC2)c1 |
| -1 | 8 | 1 | 13 | -5 | 3 | 0 | 0.4 | -3 | CCc1ccc(-c2cc(C)no2)cc1S(=O)(=O)Nc1cc(C)on1 |
| -8 | 6 | 1 | -2 | 1 | -9 | 1 | -0.5 | -5 | CCn1c(=NC(=O)c2cccc(N3C(=O)CCC3=O)c2)sc2c(OC)ccc(OC)c21 |
| 10 | 9 | 0 | 5 | 4 | 3 | -2 | -1.6 | . | Nc1nc2ccc(Cl)cc2[nH]1 |
| -7 | -10 | 2 | -2 | -7 | 16 | -17 | 1.9 | 1 | CCOC(=O)c1nnn(-c2nonc2N)c1CN(C)Cc1ccccc1 |
| -8 | -5 | 3 | -5 | 4 | 4 | 0 | 1.9 | 12 | c1ccc2nc(-c3nc4ccccc4o3)ccc2c1 |
| -10 | 3 | 1 | -5 | 1 | -13 | -1 | 1.7 | 6 | O=C(N1CCCCC1)N1CCN(S(=O)(=O)c2ccc(Cl)cc2)CC1 |
| -14 | 7 | 0 | 2 | 3 | -2 | 5 | 2.6 | 5 | CCOC(=O)C(C)Sc1nnc(Cc2cc(=O)[nH]c(=O)[nH]2)n1-c1ccc(OCC)cc1 (stereo unspecified) |
| -2 | 8 | 7 | 0 | 1 | -13 | 3 | 0.6 | -2 | Cn1c(NC(=O)c2ccc(F)cc2)c(-c2cccs2)c(=O)c2ccccc21 |
| -2 | -9 | 1 | 0 | 3 | -7 | 1 | -3.6 | 0 | CC(=O)c1ccc(N2CCN(S(=O)(=O)c3ccccc3)CC2)c(F)c1 |
| -11 | 24 | 8 | 6 | -5 | -11 | 6 | 0.1 | 3 | CSc1ccc(CCNC(=O)c2nn(C)c3c2CS(=O)(=O)c2ccccc2-3)cc1 |

| CHRM5 PAM | M5 antag | CHRM4 agonist | CRFBP-R2 block | M5 ag | M4 PAM | CHRM4 antagonist | CRFBP-R2 agonist | IDE inh | SMILES |
| --- | --- | --- | --- | --- | --- | --- | --- | --- | --- |
| 1 | -3 | 1 | -14 | -1 | 3 | 0 | 3.1 | 4 | Cc1ccccc1NC(=O)c1c(C)nc(SCC(=O)OCc2ccccc2)c(C#N)c1-c1ccc(F)cc1 |
| -1 | -2 | 1 | -11 | -3 | 9 | -23 | 2.7 | 10 | CCN1CCN(S(=O)(=O)c2ccc(Cl)c(C(=O)Nc3ccccc3N3CCCCC3)c2)CC1 |
| -4 | 2 | 1 | -8 | 0 | -2 | -1 | -0.9 | -2 | O=C(CSc1nnc(Nc2ccccc2)s1)NCc1cccs1 |
| 1 | 2 | 1 | -14 | 6 | -2 | -1 | 0.1 | 7 | NC(N)=NS(=O)(=O)c1ccc(N/C=C/C(=O)c2ccc(Cl)c(Cl)c2)cc1 |
| 11 | -1 | 0 | 2 | -5 | 11 | 2 | 4.1 | -4 | Cc1cc(NC(=O)Cc2cccs2)no1 |
| -2 | 8 | 1 | -12 | -3 | -2 | -14 | 0.4 | 5 | Cc1ccc(NC(=O)CNCCCN2CCOCC2)cc1S(=O)(=O)N1CCCCC1 |
| -3 | 3 | -1 | -6 | -2 | -2 | -1 | -1.9 | 3 | CCOc1ccc(NC(=O)CN(C)C(=O)c2c(C)nn(-c3ccccc3)c2Cl)cc1OCC |
| -29 | 29* | 27 | -3 | 7 | -14 | 26 | 1.1 | 0 | CC(=O)N(C)c1ccc(NC(=O)Nc2ccc(Cl)cc2)cc1 |
| 4 | -6 | 0 | 14 | 3 | 2 | -11 | -1.3 | 6 | Cc1cccc(/C(N)=N/OC(=O)c2ccco2)c1 |

Part of the list above, with values under each structure.
Value order: CHRM5 PAM	M5 antag	CHRM4 agonist	CRFBP-R2 block	M5 ag	M4 PAM	CHRM4 antagonist	CRFBP-R2 agonist	IDE inh
O=C(N1CCCCC1)N1CCN(S(=O)(=O)c2ccc(Cl)cc2)CC1
  -10	3	1	-5	1	-13	-1	1.7	6
CCOC(=O)C(C)Sc1nnc(Cc2cc(=O)[nH]c(=O)[nH]2)n1-c1ccc(OCC)cc1 (stereo unspecified)
  -14	7	0	2	3	-2	5	2.6	5
Cn1c(NC(=O)c2ccc(F)cc2)c(-c2cccs2)c(=O)c2ccccc21
  -2	8	7	0	1	-13	3	0.6	-2
CC(=O)c1ccc(N2CCN(S(=O)(=O)c3ccccc3)CC2)c(F)c1
  -2	-9	1	0	3	-7	1	-3.6	0
CSc1ccc(CCNC(=O)c2nn(C)c3c2CS(=O)(=O)c2ccccc2-3)cc1
  -11	24	8	6	-5	-11	6	0.1	3
Cc1ccccc1NC(=O)c1c(C)nc(SCC(=O)OCc2ccccc2)c(C#N)c1-c1ccc(F)cc1
  1	-3	1	-14	-1	3	0	3.1	4
CCN1CCN(S(=O)(=O)c2ccc(Cl)c(C(=O)Nc3ccccc3N3CCCCC3)c2)CC1
  -1	-2	1	-11	-3	9	-23	2.7	10
O=C(CSc1nnc(Nc2ccccc2)s1)NCc1cccs1
  -4	2	1	-8	0	-2	-1	-0.9	-2
NC(N)=NS(=O)(=O)c1ccc(N/C=C/C(=O)c2ccc(Cl)c(Cl)c2)cc1
  1	2	1	-14	6	-2	-1	0.1	7
Cc1cc(NC(=O)Cc2cccs2)no1
  11	-1	0	2	-5	11	2	4.1	-4
Cc1ccc(NC(=O)CNCCCN2CCOCC2)cc1S(=O)(=O)N1CCCCC1
  -2	8	1	-12	-3	-2	-14	0.4	5
CCOc1ccc(NC(=O)CN(C)C(=O)c2c(C)nn(-c3ccccc3)c2Cl)cc1OCC
  -3	3	-1	-6	-2	-2	-1	-1.9	3
CC(=O)N(C)c1ccc(NC(=O)Nc2ccc(Cl)cc2)cc1
  -29	29*	27	-3	7	-14	26	1.1	0
Cc1cccc(/C(N)=N/OC(=O)c2ccco2)c1
  4	-6	0	14	3	2	-11	-1.3	6

Assay outcomes (PubChem BioAssay)
